# HIF act = HIF pathway transcriptional activation; activation, % at 7.5 µM (by protocol); U2OS HRE-luciferase reporter, luminescence; normalized: DMSO 0%, desferrioxamine 100%; 300,000 compounds, 0.32% hits;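 active = mean activation of at least 10% of the iron chelator positive control signal, with at least half of replicates also reaching 10%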
# TRPC6 inhibitor = inhibitors of mouse TRPC6 channel | 310,000 compounds, 1.1% hits | AID 2553 | Q61143 | HEK293-TRPC6, membrane potential dye, ACh-evoked depolarization; stronger effect = lower value | B-score at 10 µM;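 active = B-score under library mean minus 3 SD, initial fluorescence not abnormally high, positive integrated signal ratio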;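 also: B-score derived from integrated fluorescence ratio over the kinetic read; more negative B-score means stronger inhibition of depolarization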
# Target sequence (Q61143 whole entry, looked up): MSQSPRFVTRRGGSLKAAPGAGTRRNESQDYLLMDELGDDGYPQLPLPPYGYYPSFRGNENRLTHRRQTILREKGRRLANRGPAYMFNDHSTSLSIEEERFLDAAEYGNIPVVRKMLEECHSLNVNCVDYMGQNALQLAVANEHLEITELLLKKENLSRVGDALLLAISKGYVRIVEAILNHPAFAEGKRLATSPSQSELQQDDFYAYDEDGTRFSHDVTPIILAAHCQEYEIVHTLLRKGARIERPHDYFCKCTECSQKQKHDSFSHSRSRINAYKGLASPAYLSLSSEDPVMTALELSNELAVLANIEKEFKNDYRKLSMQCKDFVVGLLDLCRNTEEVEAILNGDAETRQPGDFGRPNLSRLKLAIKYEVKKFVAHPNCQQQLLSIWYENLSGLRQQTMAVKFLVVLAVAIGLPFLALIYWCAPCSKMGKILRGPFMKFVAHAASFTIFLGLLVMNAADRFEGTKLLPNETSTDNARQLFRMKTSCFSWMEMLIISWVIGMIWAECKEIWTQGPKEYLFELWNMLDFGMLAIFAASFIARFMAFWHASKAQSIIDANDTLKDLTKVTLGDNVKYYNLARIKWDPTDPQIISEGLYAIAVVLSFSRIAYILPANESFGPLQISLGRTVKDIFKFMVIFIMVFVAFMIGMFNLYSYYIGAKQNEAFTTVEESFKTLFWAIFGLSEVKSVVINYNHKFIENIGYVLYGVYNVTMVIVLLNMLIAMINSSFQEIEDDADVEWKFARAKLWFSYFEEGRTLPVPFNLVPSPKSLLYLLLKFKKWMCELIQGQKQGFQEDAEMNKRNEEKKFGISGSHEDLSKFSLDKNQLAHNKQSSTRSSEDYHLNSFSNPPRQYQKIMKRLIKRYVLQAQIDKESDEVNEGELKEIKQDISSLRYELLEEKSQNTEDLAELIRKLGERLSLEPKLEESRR
# TRPC4 block = blocks the mouse TRPC4 cation channel. HEK293 TRPC4beta/mu-opioid, DAMGO-evoked Fluo4 calcium flux; stronger effect = lower value. 300,000 compounds, 0.39% hits. Q9QUQ5. B-score at 10 µM;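 active = B-score over 3 SD under the library average, no early fluorescence shift, positive overall ratio signal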
#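 Test system – stable TRPC4beta/mu-opioid receptor HEK293 cells · Probe or stimulus – DAMGO, a submaximal dose followed by a maximal one · Dosing – one concentration per compound · Signal – Fluo4 calcium fluorescence by kinetic imaging, 5 s 1 Hz baseline · Evaluation – per-well B score of integrated baseline-normalized Fluo4 ratio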
# PolyA inhibitor = inhibitors of polyadenylation in S. cerevisiae; S. cerevisiae SKY197-pL101 polyadenylation reporter, beta-gal luminescence; efflux-impaired pdr1/pdr3 knockout yeast; score 100 = 6 SD above DMSO; calls only at 12 µM; 300,000 compounds, 0.02% hits; AID 1875;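 active = lowest replicate activity score at least 50, where 100 means six control SD above control mean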;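 also: yeast exposed to compound for 9 h at 30 °C; higher score means more reporter readthrough which indicates perturbed polyadenylation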
# TRPC6 act = mouse TRPC6 channel activation. Q61143. HEK293-TRPC6 membrane potential dye fluorescence; stronger effect = higher value. B-score at 10 µM. 310,000 compounds, 0.13% hits. AID 2550;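 active = B-score of the integrated fluorescence ratio above library mean plus 3 SD, and starting fluorescence ratio within library mean plus 5 SD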;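 also: higher score means more depolarization so channel activation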
# MrgX1 allo act = allosterically activates human MrgX1 receptor signaling | Q96LB2 | MrgX1-HEK293, Fluo-4 calcium flux, FDSS; stronger effect = higher value | B-score at 10 µM | 310,000 compounds, 0.63% hits | AID 588675;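 active = plate-corrected calcium response at least 3 library SD above typical, normal starting fluorescence, not activating the receptor alone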;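 also: compound read alongside a low EC10 to EC30 dose of BAM8-22 agonist; peak minus trough fluorescence over baseline measured at the second addition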
# AI-2 QS modul = modulates the Vibrio harveyi AI-2 quorum sensing system; Vibrio harveyi JMH597 AI-2 luminescence/OD600 ratio, 9 h; stronger effect = lower value; strain lacks LuxN and CqsS sensors; 0 = neutral-control median; AID 2094; activity change, % at 7.5 µM; 300,000 compounds, 0.4% hits; in the data active = activity change below about -75%, passing the limit was not always enough;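 also: luminescence divided by OD600 gain over 9 h not by final OD600 alone; inactives centre near 13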
# MrgX1 ag = human MrgX1 receptor agonism, primary screen. Q96LB2. MrgX1-HEK293 cells, Fluo-4 calcium fluorescence, agonist mode; stronger effect = higher value. B-score at 10 µM. 310,000 compounds, 0.44% hits. AID 588627;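 active = calcium response B-score plate-corrected fluorescence ratio at least 3 library SD, with starting fluorescence B-score inside 5 SD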
#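 Material: MrgX1-expressing HEK293 cells; input: 15,000 cells per well; doses: test compound given as first of three sequential additions; schedule: overnight plating before 1 h dye loading; technique: Fluo-4 NW calcium-flux fluorescence, kinetic read; evaluation: baseline-normalised fluorescence change ratio, B-scored; control set: plate-wise positive and negative controls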
# MrgX1 antag = blocks BAM8-22 activation of human MrgX1 receptor | 310,000 compounds, 1.3% hits | AID 588676 | MRGX1-HEK293 calcium flux, Fluo-4, BAM8-22 antagonism; stronger effect = lower value | B-score at 10 µM;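 active = calcium-response B-score plate-corrected more than 3 library SD below zero, starting fluorescence within 5 deviations, no agonist response on first addition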;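 also: peak minus trough fluorescence over baseline after final BAM8-22 challenge near maximal dose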
# TRPC4 act = TRPC4 (mouse) channel activation; Q9QUQ5; HEK293 TRPC4beta/mu-opioid, Fluo4 calcium fluorescence; stronger effect = higher value; B-score at 10 µM; 310,000 compounds, 0.49% hits;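 active = B-score above 5 SD of library B-scores, and initial fluorescence ratio not above library mean plus 5 SD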;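 also: positive B-score marks a calcium rise read as TRPC4 activation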
#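 System – HEK293 cells stably co-expressing mouse TRPC4beta and mu-opioid receptor · Signal – Fluo4 calcium-sensitive dye fluorescence, kinetic, 1 Hz baseline · Benchmarks – buffer (low) and maximal DAMGO (high) · Read-out – B score of integrated fluorescence ratio per well · Incubation – dye loading 45 min room temperature, 110 s kinetic read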
# TRPC4 potent = allosteric potentiators of mouse TRPC4 channel | HEK293 TRPC4beta/mu-opioid, DAMGO EC20, Fluo-4 Ca2+ flux; stronger effect = higher value | B-score at 10 µM | 310,000 compounds, 0.42% hits | AID 2227;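 active = B-score of calcium response area above 5 SD of library B-scores, with initial fluorescence ratio within 5 SD of library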;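 also: B-score of integrated fluorescence ratio over time as area under calcium response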
# * hit, by the source's call; i = inactive; x = not tested or not shown. The list is partial; the hit share may differ from the screen's.
SMILES,HIF act,TRPC6 inhibitor,TRPC4 block,PolyA inhibitor,TRPC6 act,MrgX1 allo act,AI-2 QS modul,MrgX1 ag,MrgX1 antag,TRPC4 act,TRPC4 potent
CCc1ccc(C2CC(c3ccc(Cl)cc3)n3nc(N)nc3N2)cc1 (stereo not given),-0.1,i,i,i,i,i,3.0,i,i,i,i
COC(=O)c1nn(-c2ccccc2)c2nnc(Cc3ccc(C)cc3)c(=O)n12,0.0,i,i,i,i,i,18.6,i,i,i,i
CC(C)C(=O)Nc1cccc(C(=O)Nc2cc([N+](=O)[O-])ccc2F)c1,-0.5,i,i,i,i,i,30.2,i,i,i,i
Cc1ccc(N2CCN(C(=O)c3cccc([N+](=O)[O-])c3)CC2)cc1Cl,-0.4,i,i,i,i,i,20.9,i,i,i,i
COCCCNC(=O)Cc1c(C)c2cc3c(cc2oc1=O)OC(C)(C)CC3,0.7,i,i,i,i,i,16.7,i,i,i,i
O=C(NCc1n[nH]c(=S)n1Cc1ccccc1)c1ccccc1,-0.1,i,i,i,i,i,28.7,i,i,i,i
Cc1ccc(C(=O)COC(=O)C(C)N2C(=O)C3C4CCC(C4)C3C2=O)cc1C (stereo not given),-0.4,i,i,i,i,i,24.0,i,i,i,i
CCCCCCCCC[n+]1cccc2c3ccccc3ccc21,1.8,-5.7*,i,i,i,i,0.8,i,i,i,i
NS(=O)(=O)c1ccc(CCNC(=O)C2CCN(S(=O)(=O)c3cnc[nH]3)CC2)cc1,-0.4,i,i,i,i,i,2.6,i,i,i,i
O=C1C2C3C=CC(C3)C2C(=O)N1c1ccc2ccccc2c1 (stereo not given),1.5,i,i,i,i,i,12.3,i,i,i,i
CCS(=O)(=O)N1CCC(NC(=O)C2CCCCC2)CC1,-0.5,i,i,i,i,i,2.4,i,i,i,i
COC(=O)NNC(=O)Cc1cccc2ccccc12,-0.1,i,i,i,i,i,19.0,i,i,i,i
CCCC(CCC)n1[nH]c(=O)c2c(C)cc(C)nc21,x,i,i,x,i,i,49.3,i,i,i,i
COc1ccc(CNC(=O)C2CCCN(S(=O)(=O)c3ccc4c(c3)CCCN4C(C)=O)C2)cc1 (stereo not given),0.2,i,i,i,i,i,24.5,i,i,i,i
COC(CNc1ccc([N+](=O)[O-])c(NCC(OC)OC)c1C#N)OC,-0.2,i,i,i,i,i,10.8,i,i,i,i
COc1ccc(N(CC(=O)NC2CCCCC2)C(=O)CNC(=O)c2ccco2)c(OC)c1,0.0,i,i,i,i,i,1.3,i,i,i,i
CCOC(=O)N1CCC(N2Cc3cccc(C(=O)Nc4ccc(OC)c(OC)c4)c3C2=O)CC1,-0.4,i,i,i,i,i,14.2,i,i,i,i
Cc1nc2nc(SCC(=O)Nc3cccc(F)c3)[nH]c2cc1Br,0.1,i,i,i,i,i,16.4,i,i,i,i
CN(CC(=O)Nc1ccccc1Br)C(=O)C(Cc1ccccc1)NC(=O)c1ccccc1 (stereo not given),-0.4,i,i,i,i,i,14.0,i,i,i,i
CCc1c(C#N)c(SCCC(=O)Nc2ccc(OC)cc2)nc2c1C(=O)CC(C)(C)C2,-0.3,i,i,i,i,i,3.9,i,i,i,i
COc1ccc(C(=O)NCc2nnc(SCC(=O)Nc3nnc(C)s3)o2)cc1OC,-0.1,i,i,i,i,i,15.9,i,i,i,i
O=C(NC1CCS(=O)(=O)C1)c1cccc(S(=O)(=O)N2CCCC2)c1 (stereo not given),0.0,i,i,i,i,i,12.0,i,i,i,i
CSc1nc2ccccc2n1CC(=O)Nc1c(C)n(C)n(-c2ccccc2)c1=O,-0.2,i,i,i,i,i,15.4,i,i,i,i
COc1cccc(-c2cc(C(=O)NCc3ccc(Cl)cc3)no2)c1,x,i,i,i,i,i,11.6,i,i,i,i
O=C(Nc1nc2ccccc2s1)C1CC(=O)N(c2ccc(F)cc2)C1 (stereo not given),-9.8,i,i,i,i,i,-0.8,i,i,i,i
O=C(/C=C/c1ccco1)OCC(=O)c1cccc([N+](=O)[O-])c1,0.1,i,i,i,i,i,8.3,i,i,i,i
Cn1cc(-c2nnnn2-c2cccc(C(F)(F)F)c2)c(C(F)(F)F)n1,0.0,i,i,i,i,i,4.5,i,i,i,i
COc1ccc(CCNC(=O)CCCCCN2C(=O)[C@@H]3Cc4ccccc4CN3C2=O)cc1OC,-0.1,i,i,i,i,i,10.4,i,i,i,i
CN(C#N)c1nc(N2CCOCC2)nc(N2CCOCC2)n1,1.4,i,i,i,i,i,28.8,i,i,i,i
O=C(OCC(=O)c1cccs1)c1ccccc1,3.3,i,i,i,i,i,8.2,i,i,i,i
Cc1ccc2cc(C3CC(c4ccco4)=NN3S(=O)(=O)c3ccccc3)c(Cl)nc2c1 (stereo not given),-0.2,i,i,i,i,i,13.8,37.8*,i,i,i
O=C(c1ccnc(Cl)c1)N1CCCC(Nc2ccc(F)cc2)C1 (stereo not given),0.1,i,i,i,i,i,12.6,i,i,i,i
COc1cc(/C=N/NC(=O)NC23CC4CC(CC(C4)C2)C3)ccc1OCC(N)=O,-0.4,i,i,i,i,i,1.6,i,i,i,i
CC(=O)c1cnn(-c2ccccc2)c1C,-0.3,i,i,i,i,i,26.0,i,i,i,i
CC(=O)NC1=NN(C(C)=O)C(C)(CS(=O)(=O)c2ccc(Cl)cc2)S1 (stereo not given),-61.8,i,i,i,i,i,8.8,i,i,i,i
CCN1CCN(C(=O)NC2CC(=O)N(c3ccc(OC)cc3)C2)CC1 (stereo not given),0.4,i,i,i,i,i,12.1,i,i,i,i
COc1ccccc1CCC(=O)OCC(=O)N1CCN(S(=O)(=O)c2ccc(C)cc2C)CC1,-0.8,i,i,i,i,i,19.0,i,i,i,i
Cc1c(CCC(=O)O)c(=O)oc2cc3occ(-c4ccccc4)c3cc12,-1.0,i,i,i,i,7.5*,0.5,i,i,i,i
CC1(C)COC(Cn2c3ccccc3c3ccccc32)O1 (stereo not given),1.4,i,i,i,i,i,16.9,i,i,i,i
COc1ccc(CN2CCNC(=O)C2CC(=O)N2CCCCO2)c(OC)c1 (stereo not given),0.1,i,i,i,i,i,14.8,i,i,i,i

# Laid out differently: entries from further up.
# Sequence of screens: HIF act	TRPC6 inhibitor	TRPC4 block	PolyA inhibitor	TRPC6 act	MrgX1 allo act	AI-2 QS modul	MrgX1 ag	MrgX1 antag	TRPC4 act	TRPC4 potent
O=C(c1ccnc(Cl)c1)N1CCCC(Nc2ccc(F)cc2)C1 (stereo not given)
→ 0.1	i	i	i	i	i	12.6	i	i	i	i
COc1cc(/C=N/NC(=O)NC23CC4CC(CC(C4)C2)C3)ccc1OCC(N)=O
→ -0.4	i	i	i	i	i	1.6	i	i	i	i

# Further results:
SMILES,HIF act,TRPC6 inhibitor,TRPC4 block,PolyA inhibitor,TRPC6 act,MrgX1 allo act,AI-2 QS modul,MrgX1 ag,MrgX1 antag,TRPC4 act,TRPC4 potent
Cc1ccc(S(=O)(=O)N2CCOC2CNC(=O)C(=O)NCc2ccccn2)cc1 (stereo not given),0.4,i,i,i,i,i,11.4,i,i,i,i
COc1ccc(Oc2nc3c(c(=O)n(C)c(=O)n3C)n2Cc2cccc(OC)c2)cc1,0.2,i,i,i,i,i,0.2,i,i,i,i
O=C(CN1CCc2cc3c(cc2C1)OCCCO3)Nc1ccccc1,-0.3,i,i,i,i,i,1.8,i,i,i,i
Cc1ccccc1N1CCN(Cc2cccc(C(=O)O)c2)CC1,0.1,i,i,i,i,i,28.5,i,i,i,i
CCCOn1c(OCC(C)C)nc2ccccc2c1=O,-5.4,i,i,i,i,i,-2.7,i,i,i,i
O=C(C1CCC(CNS(=O)(=O)c2cccc3nsnc23)CC1)N1CCN(c2ccccn2)CC1 (stereo not given),-0.3,i,i,i,i,i,34.1,i,i,i,i
CC(C)(CC(=O)O)CC(=O)NNc1ncccc1C#N,-0.2,i,i,i,i,i,x,i,i,i,i
CC(OC(=O)c1ccc2noc(-c3ccccc3)c2c1)C(N)=O (stereo not given),-34.8,i,i,i,i,i,14.1,i,i,i,i
Cc1ccccc1N1C(S)=C(C#N)C(=O)NC1c1cccs1 (stereo not given),-0.4,i,i,i,i,i,13.5,i,i,i,i
COc1cccc(-c2ocnc2C(=O)Nc2ccc(N3CCOCC3)cc2N2CCOCC2)c1,-0.3,i,i,i,i,i,20.0,i,i,i,i
CCN(CC(=O)NCc1ccc(Cl)cc1)C(=O)Cc1ccc(OC)cc1,-0.1,i,i,i,i,i,21.4,i,i,i,i
COc1cc(C2SCC(=O)N2CCCN(C)C)cc(OC)c1OC (stereo not given),0.1,i,i,i,i,i,23.4,i,i,i,i
O=C(N/N=C/c1c[nH]c2ccc(Br)cc12)c1ccn(Cc2ccc(Cl)cc2Cl)n1,0.0,i,i,i,i,i,14.3,i,i,i,i
Cn1c(/C(C#N)=C(\O)c2ccc(S(=O)(=O)N3CCCCC3)cc2)nc2ccccc21,-0.9,i,i,i,i,i,14.7,i,i,i,i
O=C(Cn1nc(C(=O)O)c2ccccc2c1=O)Nc1ccccc1C(F)(F)F,-0.7,i,i,i,i,i,18.4,i,i,i,i
Cc1cccc(NC(=O)/C(C#N)=C/c2ccc(Cl)cc2)n1,-0.4,i,i,i,i,i,16.0,i,i,i,i
COc1ccccc1N1CCN(C(=O)c2ccc([N+](=O)[O-])s2)CC1,-0.4,i,i,i,i,i,47.5,i,i,i,i
COc1ccccc1OCC(=O)NCC1CCCCC1,0.1,i,i,i,i,i,13.6,i,i,i,i
CCCc1cc(=O)oc2cc(OCC(=O)Nc3ccc4c(c3)OCCO4)ccc12,1.4,i,i,i,i,i,5.7,i,i,i,i
Cn1c(CN2CCOCC2)nnc1SCc1cccc(F)c1,0.1,i,i,i,i,i,-1.2,i,i,i,i
COc1cccc(OC)c1C(=O)NNC(=O)c1cccc(COc2ccc3c(c2)CCC3)c1,-0.9,i,i,i,i,i,9.6,i,i,i,i
CCN1c2ccc(S(=O)(=O)N3CCOCC3)cc2N(Cc2ccc(OC)cc2)C1C (stereo not given),0.1,i,i,i,i,i,46.3,i,-4.71*,i,i
O=C(N/N=C/c1ccc[nH]1)c1cccnc1,0.0,i,i,i,i,i,3.2,i,i,i,i

# High-throughput results (PubChem BioAssay)
